Bioassay records (PubChem)
Cneo AK release: Cryptococcus neoformans lysis via adenylate kinase release; C. neoformans lysis, adenylate kinase release luminescence, 4 h; normalised: neutral wells 0, clomiphene wells 100; lysis activity, % at 15 µM; 360,000 tested, 0.2% active;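 active means mean lysis activity across replicates of at least 80%, whatever share of replicates individually reach that level; inactive means mean lysis activity below 80%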
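Test system: log-phase Cryptococcus neoformans yeast cells. Input: 5 × 10^6 yeast cells/mL. Medium: fresh YPD growth medium. Doses: single dose. Incubation: static 4 h at 37 °C with compound, 1 h detection. Measured by: luminescent adenylate kinase detection reagent. Read-out: signal increase indicating cell lysis. Benchmarks: Clomiphene.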
E-sel inducer: induces E-selectin expression in human endothelial cells | P16581 | HUVEC E-selectin immunofluorescence imaging; normalized: neutral wells 0, TNF-alpha wells 100 | activation, % at 7.58 µM | 260,000 tested, 0.37% active;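 active means mean E-selectin-positive cell signal at least 10% of the positive control, reached in at least 60% of replicates, without over 20% cell loss; inconclusive means no rule given, readout overlaps actives, possibly toxicity-flagged; inactive means the rest, including those meeting only one limit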;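 further: in these data hits start at about 27%; measured in HUVEC primary endothelial cells; signal is the percent of cells scored E-selectin positive by PE staining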
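Assay system: HUVEC primary endothelial cells. Input: 3,000 HUVEC seeded per well. Doses: one compound dose added by pin transfer. Read-out basis: % PE-positive cells. Benchmarks: TNF-alpha high, DMSO low. Detection: immunofluorescence imaging. Buffer or medium: EGM-2, gelatin.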
ERAP1 inh: ERAP1 (human) enzyme inhibition | recombinant ERAP1, Leu-AMC fluorescence, 60 min | inhibition, % at 10.7 µM | 340,000 tested, 0.15% active | AID 652197;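 active means mean replicate inhibition of at least 30%, or all replicates individually reaching that 30% level; inactive means mean below 30% and not every replicate reaching it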;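 further: 0% = neutral control wells and 100% = L-leucinethiol positive control wells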
Target sequence (Q9NZ08 whole entry, looked up): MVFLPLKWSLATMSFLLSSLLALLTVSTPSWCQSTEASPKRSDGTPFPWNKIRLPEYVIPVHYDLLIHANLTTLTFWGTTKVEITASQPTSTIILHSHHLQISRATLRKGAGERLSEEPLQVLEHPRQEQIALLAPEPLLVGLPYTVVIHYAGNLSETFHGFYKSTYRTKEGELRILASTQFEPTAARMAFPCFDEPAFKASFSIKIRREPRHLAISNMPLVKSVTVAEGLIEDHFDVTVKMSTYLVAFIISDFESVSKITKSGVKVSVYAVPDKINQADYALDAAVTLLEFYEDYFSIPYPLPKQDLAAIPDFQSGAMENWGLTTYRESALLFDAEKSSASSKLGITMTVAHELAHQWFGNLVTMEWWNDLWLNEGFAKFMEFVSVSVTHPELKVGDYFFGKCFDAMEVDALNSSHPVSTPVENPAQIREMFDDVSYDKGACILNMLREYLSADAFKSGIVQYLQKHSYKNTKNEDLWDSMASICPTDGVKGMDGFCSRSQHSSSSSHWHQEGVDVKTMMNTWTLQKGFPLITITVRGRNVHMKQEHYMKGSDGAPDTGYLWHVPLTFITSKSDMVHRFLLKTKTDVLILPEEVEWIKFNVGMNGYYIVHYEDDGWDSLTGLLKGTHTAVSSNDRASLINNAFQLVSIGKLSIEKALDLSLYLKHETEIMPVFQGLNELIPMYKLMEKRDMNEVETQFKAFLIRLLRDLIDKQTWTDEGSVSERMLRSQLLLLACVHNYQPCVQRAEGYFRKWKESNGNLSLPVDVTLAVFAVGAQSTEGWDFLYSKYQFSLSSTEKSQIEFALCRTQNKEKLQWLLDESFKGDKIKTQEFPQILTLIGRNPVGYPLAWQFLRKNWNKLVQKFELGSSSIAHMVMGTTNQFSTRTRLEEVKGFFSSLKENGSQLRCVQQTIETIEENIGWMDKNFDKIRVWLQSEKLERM
PglD inh: blocks C. jejuni PglD acetyltransferase activity. inhibition, % at 12.5 µM. 360,000 tested, 0.098% active. purified PglD enzyme, DTNB colorimetric CoA detection; in the data active means inhibition above about 16%, passing the limit was not always enough; inconclusive means no clear call, values can overlap the other calls; further: strong numbers were not always called active
RAD52 inh: RAD52 (human) annealing inhibition; P43351; recombinant RAD52 DNA annealing, FRET fluorescence; inhibition, % at 18.7 µM; 360,000 tested, 0.46% active;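 active means every replicate showing at least 50% inhibition; inconclusive means mean inhibition at least 50% but not in every replicate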
RAD54 inh: RAD54 (human) branch migration inhibition; AID 602329; RAD54 Holliday junction branch migration, FAM/BHQ fluorescence; inhibition, % at 10.4 µM; 360,000 tested, 0.14% active; Q92698;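 active means mean normalized replicate activity at least 40 and at least half of replicates scoring 40 or more; inconclusive means only one of the two criteria met; inactive means mean below 40 and under half of replicates reaching 40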;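 further: 0% = median of neutral control wells and 100% = median of positive control wells; inhibitors cause a drop in the FAM fluorescence signal; in these data hits start at about 50%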
PGC1a acetyl inh: lowers PGC1a acetylation signal in U2OS cells. 350,000 tested, 0.17% active. AlphaScreen anti-acetyl-lysine; with virally co-expressed GCN5 acetyltransferase. AID 651687. inhibition, % at 15.6 µM;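 active means every replicate shows inhibition of at least 40%; inconclusive means mean inhibition at least 40% but some replicate below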;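 further: 0% = neutral control wells and 100% = positive control wells; some results beyond the cut were filed as inactive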
miR122 inh: inhibitors of miR-122 in Huh7 cells; Huh7 miR-122 Renilla luciferase sensor, 48 h; neutral wells = 0, positive control = 100; activation (reporter increase), % at 12.5 µM; 340,000 tested, 0.3% active;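 active means mean replicate activation score at least 90 and every replicate individually at or above 90; inconclusive means only one of the two criteria met; inactive means neither criterion met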;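 further: higher luciferase means less miR-122 activity so hits act as miR-122 inhibitors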
An asterisk follows results filed as active; ? = inconclusive; nt = no result given; & = joins results of further samples; [ ] = dose if it differs, or a comment.

compound	Cneo AK release	E-sel inducer	ERAP1 inh	PglD inh	RAD52 inh	RAD54 inh	PGC1a acetyl inh	miR122 inh
O=C(CCNC(=O)c1ccc(Cl)cc1)NC1CCCCCC1	-3	-1.7	-1	-2	-5	11	-11	-19
Cc1ccc(S(=O)(=O)N2CCN(S(=O)(=O)c3ccc4c(c3)OCCO4)CC2)cc1	-1	nt	nt	0	nt	-2	-6	-2
O=C(N[C@@H]1CC[C@@H](CCn2cc(C3(O)CCCC3)nn2)O[C@@H]1CO)C1CCCC1	0	0.0	1	0	-5	11	-2	-19[16.7 µM]
O=C(CCC(=O)N1CCSc2ccccc21)Nc1ccc(F)cc1	0	nt	0	5	-23	7	-3	-1
O=C(Nc1ccc(N2CCCCC2)cc1)c1ccc([N+](=O)[O-])o1	0	nt	6	-5	-17	-1	nt	4
COc1ccccc1CNC(=O)[C@H](C)NC(=O)C1CCN(C(=O)[C@@H](N)C(C)C)CC1	0	nt	-1	4	-2	-9	-8	0
O=C(C1CCCCC1)N1CCCc2ccccc21	-1	nt	nt	-3	nt	4	-19	6
CCOc1ccc(CCNC(=O)c2cnc(C)cn2)cc1OCC	-2	0.3	-5	2	-8	6	nt	1
COc1ccc(NC(=O)N(C)C[C@H]2Oc3cc(-c4cccc(C(=O)N(C)C)c4)ccc3S(=O)(=O)N([C@@H](C)CO)C[C@H]2C)cc1	nt	-0.3	nt	nt	-7	nt	2	23[16.7 µM]
CCCCOC(=O)c1ccc(NC(=O)CN2C(=O)NC3(CCCCCC3)C2=O)cc1	-1	-0.5	1	4	-11	2	0	nt
C[C@@H]1CN([C@H](C)CO)C(=O)CCCn2cc(nn2)CO[C@H]1CN(C)C(=O)Nc1ccc(C(C)(C)C)cc1	-5&0	1.0	-1&2	-1&-6	-6&-1	-8&-11	-3&1	3[16.7 µM]
CN(C(=O)c1cccc(NC(=O)Cc2ccc(NC(=O)C3CCN(C(=O)C4CCCC4)CC3)cc2)c1)C1CC1	0	1.0	-5	-1	-26	-11	-1	-1
CCOC1=C2[C@@H](CN(S(=O)(=O)c3ccc(C)cc3)[C@H]2c2cccc3ccccc23)[C@H]2C(=O)N(Cc3ccccc3)C(=O)[C@H]2C1	9	0.1	nt	-6	-22	14	1	33
COc1cccc(N2C(=O)N(c3ccccc3Cl)C3CS(=O)(=O)CC32)c1 (configuration not stated)	1	nt	nt	7	nt	-23	nt	0
COc1ccccc1N1CN(S(=O)(=O)c2ccc(C)cc2)c2nc3ccccc3nc21	-3	2.5	0	3	4	-4	-21	-23
O=C(COc1ccccc1-c1ccccc1)N/N=C/c1cccnc1	nt	6.9	1	nt	4	nt	-5	nt
C=CCN(c1ccccc1)S(=O)(=O)c1cccc(C(=O)NCC(c2ccccc2OC)N2CCCC2)c1 (configuration not stated)	0	0.0	-2	-6	-35	0	-6	-5
COc1ccc(NC(=O)Cc2c[nH]c3ccccc23)cc1S(=O)(=O)N1CCOCC1	1	0.0	-2	-2	-8	0	-3	-2
CS(=O)(=O)N(CC(=O)N1CCN(Cc2ccccc2)CC1)c1ccc2c(c1)OCCO2	2	nt	3	5	-1	-7	-3	-2
Cc1noc(C)c1NC(=O)NCC[C@H]1CC[C@@H](NC(=O)Cc2cccnc2)[C@@H](CO)O1	1	0.1	0	-1	1	-3	1	nt
CCCc1nc(NCC2CCCO2)c2nnn(Cc3ccccc3)c2n1 (configuration not stated)	-6	nt	nt	10	nt	-3	13	0
O=C(O)COc1ccc(NC(=O)c2ccc3c(c2)C(=O)N(C2CCCCC2)C3=O)cc1	1	0.0	-30	8	-6	-5	nt	8
Cc1[nH]c2ccccc2c(=O)c1CN1CCCCC1	1	nt	nt	-6	nt	-2	-2	6
O=C1C2CCCN2C(c2ccccc2)N1c1ccc(F)cc1 (configuration not stated)	0	nt	-6	2	-42	-22	3	47
c1ccc2[nH]c(SCc3cn4ccccc4n3)nc2c1	nt	nt	-3	nt	-19	nt	-5	4
O=C(c1ccc(Cn2c(=O)[nH]c3ccccc3c2=O)cc1)N1CCN(c2ccccn2)CC1	-2	1.0	-2	0	-15	5	0	9
C[C@H](CO)N1C[C@H](C)[C@H](CN(C)S(=O)(=O)c2ccc(F)cc2)OCCCC[C@H](C)Oc2ccc(NC(=O)NC3CCCCC3)cc2C1=O	0	0.4	1	0	-30	3	-2	-12[16.7 µM]
CC1(C(O)(C#CC[N+]2(C)CCCCC2)c2ccccc2)CCCC1 (configuration not stated)	nt	-5.6	10	nt	3	nt	-2	nt
Cc1ccc(C(c2nnnn2CCc2ccccc2)N2CCC(C)CC2)cc1 (configuration not stated)	2	nt	nt	-2	nt	-6	-9	55
COC(=O)c1ccc(COC(=O)CCNS(=O)(=O)c2ccc(C)c(C)c2)cc1	nt	nt	-2	2	-12	5	-10	1

compound	Cneo AK release	E-sel inducer	ERAP1 inh	PglD inh	RAD52 inh	RAD54 inh	PGC1a acetyl inh	miR122 inh
CC(C)=CC(=O)N1CC[C@@H](N2CCN(c3ccccc3F)CC2)[C@H](O)C1	3	0.0	-2	4	-13	4	-5	1
OCc1ccccc1CNCc1ccccc1	0	nt	2	-1	-8	-3	-7	12
COc1ccc(C(C)=O)cc1COC(=O)Cc1n[nH]c(=O)c2ccccc12	-1	nt	nt	0	nt	-5	nt	-4
CCCS(=O)(=O)NC(=O)C1(C)CCN(C(=O)c2cc(F)ccc2C)C1 (configuration not stated)	0	0.0	7	-3	-3	9	-5	-4
CC(=O)c1c(C)oc2ccc(N(C(C)=O)S(=O)(=O)c3ccc(Cl)c([N+](=O)[O-])c3)cc12	-2	nt	nt	-4	nt	6	?	-5
O=C(N[C@@H](Cc1ccccc1)c1nc2ccccc2[nH]1)c1cc([N+](=O)[O-])ccc1Cl	-1	-0.1	-4	0	-7	4	4	-3
O=C(Nc1ccccc1F)N1C[C@H]2[C@@H](c3ccccc31)[C@H](CO)N2C(=O)C1CCCC1	-3	-0.1	1	8	-1	-12	-16	0[16.7 µM]
C[C@@H]1CN([C@H](C)CO)C(=O)c2cccc(NC(=O)c3ccc(-c4nccs4)cc3)c2O[C@H]1CN(C)CC1CC1	0	-0.1	1	1	7	-2	7	-8[16.7 µM]
CC(/C=N/NC(=O)c1ccccc1C)=C\c1ccccc1	7	0.3	3	2	0	5	3	1
Cc1ccc(C)c(-n2nnnc2Sc2nc([N+](=O)[O-])nn2C)c1	1	nt	nt	6	nt	-20	5	-3
COc1cccc(NC(=O)N[C@@H]2C=C[C@@H](CC(=O)NCc3ccccn3)O[C@H]2CO)c1	15	0.5	0	-1	-18	-1	2	nt
COc1ccc(S(=O)(=O)N(C)C[C@H]2Oc3c(NC(=O)c4ccncc4)cccc3C(=O)N([C@H](C)CO)C[C@@H]2C)cc1	0&0	-4.5&-0.1	1&0	0&-5	-22&-18	0&-6	3&15	-1[16.7 µM]
COc1cccc(CN(C)C(=O)C(Cc2ccccc2)NC(=O)c2ccccc2)c1OC (configuration not stated)	nt	-0.1	1	nt	-1	nt	9	4
O=C(OCC(=O)N1CCN(c2ccccc2)CC1)c1ccc2ncsc2c1	1	nt	nt	0	nt	-7	-11	-5
Clc1ccc(CN2CC[C@H]3C=CCc4cccc(c43)C2)cc1	-3	0.2	2	6	-21	-10	-4	-2
CCN1[C@@H]2c3ccc(-c4cccc(F)c4)c(=O)n3C[C@@H]2[C@@H](CO)[C@@H]1C(=O)OC	nt	0.9	4	nt	-14	nt	11	nt
CSCCC(NC(=O)c1ccccc1Br)C(=O)NCC(C)(C)N1CCOCC1 (configuration not stated)	1	nt	-1	-1	2	-5	-14	-1
COCC(=O)Nc1ccc2c(c1)[C@H]1C[C@@H](CC(=O)NCc3cc(F)ccc3F)O[C@@H](CO)[C@H]1O2	-9	-0.5	nt	5	nt	4	1	-2[16.7 µM]
CCNc1nc(NCC)n2c(SC(C(=O)Nc3cc(C)ccc3OC)c3ccccc3)nnc2n1 (configuration not stated)	3	-0.9	2	-6	-1	-10	7	4
O=C(NC1CCCCC1)c1ccc(S(=O)(=O)N2CCCC2)cc1	1	nt	nt	-5	nt	-3	5	9
Cn1ccs/c1=N\S(=O)(=O)c1ccc(C(C)(C)C)cc1	-1	nt	nt	2	nt	-4	38	16
CC(C)N(CC#CCC(O)(c1ccccc1)c1ccccc1)C(C)C	-2	nt	nt	0	nt	0	6	-1
CCOc1ccc(CCNS(=O)(=O)c2ccc3c(c2)oc(=O)n3C)cc1OCC	0	nt	-5	-1	-7	5	-1	12
O=C(C[n+]1cc(Br)cc2ccccc21)c1ccc(Br)cc1	-1	nt	-5	1	-5	2	8	4
N#C[C@H]1[C@@H](c2ccc(C3=CCCCC3)cc2)[C@H](CO)N1S(=O)(=O)c1ccccc1	-3	3.5	-2	4	3	0	0	nt
COc1cccc2c1OCC/C2=N\NC(=O)COc1ccc(C)cc1	-2	nt	2	4	-7	0	9	-5
COCCNC(=O)COc1ccc(Oc2ccccc2)cc1	-19	nt	nt	-3	nt	-9	12	-18
CCN1CCCC(NC(=O)c2cc([N+](=O)[O-])ccc2OC)C1 (configuration not stated)	-2	-0.6	nt	4	nt	2	10	-5
Cc1cccc2[nH]c3c(=O)n(CCN4CCNCC4)cnc3c12	2	nt	nt	2	nt	14	-3	6
Cc1ccc(C(=O)N2CCN(c3ncccn3)CC2)cc1	1	0.5	-2	1	-11	-5	80*	11

compound	Cneo AK release	E-sel inducer	ERAP1 inh	PglD inh	RAD52 inh	RAD54 inh	PGC1a acetyl inh	miR122 inh
O=C(CSc1ccc2ccccc2c1)Nc1ccc(S(=O)(=O)Nc2nccs2)cc1	-2	-0.2	nt	-4	nt	-7	nt	3
Cc1ccc(-c2[nH]ncc2/C=N/n2c(COc3ccccc3C)nc3ccccc3c2=O)cc1	0	0.0	nt	-4	nt	-2	3	-4
Cn1c(=O)c2c(ncn2CC(=O)Nc2ccccc2Sc2ccccc2)n(C)c1=O	-1	nt	nt	-8	nt	8	3	-3
Cc1noc(C)c1S(=O)(=O)Nc1ccc2c(c1)C(=O)N([C@@H](C)CO)C[C@H](C)[C@@H](CN(C)S(=O)(=O)c1ccc(Cl)cc1)OCCCC[C@@H](C)O2	0	nt	-3	-4	-33	7	nt	15[16.7 µM]
O=C(Cc1ccc(Cl)cc1)NC1CCCN(Cc2ccccc2F)C1 (configuration not stated)	-3	nt	-1	-2	-30	7	-5	1
CCOc1cc(C(=O)NC(C)COC)cc(OCC)c1OCC (configuration not stated)	-3	nt	nt	-1	nt	-9	1	-56
COc1cccc(CNC(=O)c2ccc(NC(=O)C3=CSCCO3)cc2)c1	1	-0.1	-3	-22	-14	-7	nt	-3
COc1cccc(N2C(=O)[C@H]3C(C(=O)c4cnccn4)=NN[C@H]3C2=O)c1	-1	?	0	0	-58	0	3	-6
COc1cccc(NC(=O)CC2(CC(=O)O)CCCC2)c1	-1	nt	nt	2	nt	-2	nt	6
O=C(O)CCCC(=O)NCc1c(Cl)cccc1Sc1ccc(Cl)cc1	1	nt	nt	-7	-16	-3	2	-1
